Sm TGR block – inhibitors of Schistosoma mansoni thioredoxin glutathione reductase; purified TGR, DTNB reduction, TNB absorbance 405 nm; Potency, µM (highest dose often 114 µM), for the others: at the top dose activity change, negative = inhibition, usual class: inhibitors; actives 3% (n = 360,000); AID 485364; note: potency is the fitted concentration of half-maximal effect; nearly all actives have a fitted effect of over 60% in size
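TGR 20 nM + NADPH 100 uM (dispensed conc.), cpd preinc 15 min RT; start with NADPH (500 uM addition) then DTNB (15 mM addition). Kinetic TNB absorbance, 405 nm filter. Four-parameter Hill fit across titration.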
FBPA Giardia inh – Giardia lamblia aldolase inhibition; A8B2U2; purified Giardia FBPA; Potency, µM (titrated, usually from 59.6 µM), inactives show at the highest dose activity, negative = inhibition, usual class: inhibitors; actives 0.71% (n = 290,000); note: potency is the fitted concentration of half-maximal effect; nearly all actives have a fitted effect of over 55% in size
Target sequence (A8B2U2 whole entry, looked up): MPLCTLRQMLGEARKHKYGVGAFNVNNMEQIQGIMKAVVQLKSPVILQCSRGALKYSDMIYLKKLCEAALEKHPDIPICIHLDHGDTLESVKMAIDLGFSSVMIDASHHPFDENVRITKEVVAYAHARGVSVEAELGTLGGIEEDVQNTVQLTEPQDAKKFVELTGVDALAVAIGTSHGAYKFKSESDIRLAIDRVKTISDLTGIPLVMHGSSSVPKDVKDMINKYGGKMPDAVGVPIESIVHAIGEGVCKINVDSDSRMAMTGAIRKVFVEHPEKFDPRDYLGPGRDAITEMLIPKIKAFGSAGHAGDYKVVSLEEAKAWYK
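40 nM FBPA preincubated 10 min at RT with compound (up to 57.5 uM final), then substrate plus GAPDH/TPI/NAD/arsenate coupling and diaphorase/resazurin added. Fluorescence read after 20 min at RT, 525/598 nm.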
HCMV antiviral – inhibitors of human cytomegalovirus; actives 4.5% (n = 410,000); activity change, negative = inhibition, % at 57.5 µM; HFF cells, HCMV-luciferase reporter, 72 h; hits give low values; AID 1259415; in the data active = activity change below about -60%; inconclusive = no clear call, values can overlap the other calls; inactive = above about -39%
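Inhibition of viral replication was scored as loss of reporter luminescence in HFFs infected with HCMV-luciferase (MOI 1 PFU/cell) for 72 h; compounds tested at 2 doses, normalized to buffer and Salinomycin controls.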
AMA1 RON2 block – disrupts binding of P. falciparum AMA1 to RON2 | AlphaScreen AMA1-biotinylated RON2 peptide binding | AID 720542 | actives 0.2% (n = 360,000) | Potency, µM (doses to about 58.2 µM), for the others: top-dose activity change, negative = inhibition, usual class: inhibitors;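 note: potency is the fitted concentration of half-maximal effect; 0% = vehicle wells and -100% = peptide control; nearly all actives have a fitted effect of over 45% in size; some results filed as inactive show a strong effect at the top dose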
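AMA1 (3D7) with his tag at 25 nM final met compounds first, then biotinylated RON2 peptide at 25 nM; detection used donor plus acceptor beads, 10 µg/mL apiece, read by AlphaScreen after 30 min at room temperature.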
AmpC detergent – AmpC beta-lactamase inhibition with detergent present | AmpC hydrolysis of nitrocefin, absorbance 480 nm, 0.01% Triton | Potency, µM (doses to about 114 µM), inactives show at the top dose activity change, negative = inhibition, usual class: inhibitors | actives 0.041% (n = 370,000) | AID 485294;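 note: potency is the fitted concentration of half-maximal effect; 0% = no-compound wells and -100% = no-enzyme wells; nearly all actives have a fitted effect of over 25% in size; some results filed as inactive show a strong effect at the top dose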
Target sequence (P00811 whole entry, looked up): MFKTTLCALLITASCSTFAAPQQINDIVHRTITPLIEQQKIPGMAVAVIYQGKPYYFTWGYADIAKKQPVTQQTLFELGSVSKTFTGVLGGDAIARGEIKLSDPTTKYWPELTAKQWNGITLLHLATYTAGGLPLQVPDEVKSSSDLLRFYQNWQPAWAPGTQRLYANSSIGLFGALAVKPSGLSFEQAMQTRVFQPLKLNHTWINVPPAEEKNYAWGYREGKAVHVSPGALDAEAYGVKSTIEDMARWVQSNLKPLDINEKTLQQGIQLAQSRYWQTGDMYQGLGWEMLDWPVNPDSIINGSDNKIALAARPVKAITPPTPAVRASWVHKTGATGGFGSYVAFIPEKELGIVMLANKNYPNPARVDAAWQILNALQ
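AmpC (5.3 nM in the dispensed reagent) in 20 mM phosphate pH 7.0 with 0.01% (detergent screen) or 0.0001% Triton X-100 was preincubated with compounds for 15 min at room temperature. Nitrocefin was then added from an 800 uM solution, and hydrolysis was followed at 480 nm.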
HCV inh – HCV inhibition. actives 3.4% (n = 340,000). AID 651820. Potency, µM (titrated, usually from 41.8 µM), for inactives: top-dose activity change, negative = inhibition, usual class: inhibitors. Huh7.5.1 HCVcc-Cre infection, luciferase reporter, 44 h; note: potency is the fitted concentration of half-maximal effect
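Antiviral activity was scored by luciferase reporter output from cells infected with HCVcc-Cre (~0.5 moi) in presence of compound, 44 h infection period, cells seeded 1,000/well 4 h prior.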
Active calls of the source: *; ? = inconclusive; nt = not tested or not shown; & = joins results of further samples; [ ] = another dose, or the depositor's remark. Unless noted, calls come from the whole dose curve; as a rule, active = well fitted curve in the direction sought with a large enough effect; inconclusive = small, poorly fitted or top-dose-only effect, or another doubt; inactive = no such curve, though single readings can be large; an effect the other way counts as inactive or inconclusive. Unless noted, % is set by controls: 0 for no effect and ±100 for the full control effect.

SMILES | Sm TGR block | FBPA Giardia inh | HCMV antiviral | AMA1 RON2 block | AmpC detergent | HCV inh
CN1CCCN(C(=O)c2cccc(Br)c2)CC1 | -11% | -3% | 15 | 2% | 3% | 8%
S=C(NCc1ccccn1)Nc1ccc(Cl)cc1 | 10% | -12% | 2 | -22% | -2% | -4%
CCC(=O)C1CCCN(C(=O)c2ccc(OC)c(OC3CCN(C(C)=O)CC3)c2)C1 (stereo not given) | 2% | nt | -15 | -6% | 8% | 12%
CCC1Oc2ccccc2N(CC(=O)NCc2ccco2)C1=O (stereo not given) | ? | -2% | -24 | -9% | 5% | 12%
CCOC(=O)C1(Cc2cccc(F)c2)CCN(CC(O)CO)CC1 (stereo not given) | 9% | 5% | 8 | 17% | 2% | 13%
COc1ccccc1N1CCN(C(c2ccccn2)c2nnnn2C2CCCCC2)CC1 (stereo not given) | 2% | -2% | 20 | 0% | 4% | 10%
CC(C)c1c(C(=O)N/N=C/c2ccncc2)nnn1-c1nonc1N | 7% | 12% | 0 | 0% | 6% | ?
O=C1C=C(c2ccc(F)nc2)C[C@@H](c2ccc3c(c2)OCO3)C1 | 2% | nt | -3 | -1% | 5% | -9%
O=C(O)c1ccc(NNC(=S)Nc2cc(C(F)(F)F)ccc2Cl)cc1 | -14% | ? | -4 | 83%[activator] | -8% | 23%
CCOC(=O)CN1C(C(=O)c2ccccc2)=C(OC(=O)C(C)(C)C)c2ccccc2S1(=O)=O | 1% | nt | -14 | nt | 7% | nt
C/C=C/c1ccc(OCC(=O)OCc2csc(Nc3ccc(C)cc3)n2)c(OC)c1 | 0% | -4% | 41 | -24% | -11% | 6%
COc1ccc(CN2Cc3cnnn3-c3ccccc3C2c2ccccc2)cc1 (stereo not given) | nt | nt | -17 | -1% | nt | 1.3µM*
COc1ccc(NC(=O)C2CCCN(S(=O)(=O)c3ccc4[nH]c(=O)ccc4c3)C2)cc1Cl (stereo not given) | 3% | nt | -21 | nt | -2% | nt
c1ccc(-n2c(Sc3cnccn3)nnc2-c2cccs2)cc1 | 2% | 0% | 7 | -15% | -10% | -22%
CCCCCC(=O)Nc1ccc(C(=O)N/N=C/c2ccc([N+](=O)[O-])cc2)cc1 | -1% | 4% | -24 | 18% | -14% | ?
C=CCn1c(N)c(C(=O)Nc2cccc(C)c2)c2nc3ccccc3nc21 | -17% | ? | 26 | 32%[activator] | -15% | ?
CCc1ccc2oc(-c3cccc(NC(=O)C(C)(C)Oc4ccc(Br)cc4)c3)nc2c1 | 12% | nt | 8 | nt | 3% | nt
CCOc1ccc(NS(=O)(=O)c2cccc(C(=O)NCC3(N(C)C)CCCCC3)c2)cc1 | -1% | nt | -31 | 17% | -11% | ?
CC(=O)N1CCc2cc(Br)cc(S(=O)(=O)N3CCN(c4cccc(C(F)(F)F)c4)CC3)c21 | 2% | nt | 4 | nt | 5% | nt
CSCCC(NC(=O)c1ccco1)C(=O)NCC1CCCCC1 (stereo not given) | -12% | nt | -31 | 0% | 0% | 8%
Cc1c(/C=N\NC(=O)c2ccc([N+](=O)[O-])cc2)cnn1C | 4% | 0% | 13 | 0% | ? | -5%
Cc1c(Cl)cccc1NC(=O)C1CCN(c2nc3ccccc3[nH]2)CC1 | -3% | nt | 0 | nt | -1% | nt
O=C(C1CCCO1)N(Cc1ccccc1)c1ccccc1 (stereo not given) | -14% | 1% | -8 | -1% | 3% | 30%
Cc1ccc(S(=O)(=O)N(C)C[C@@H]2Oc3ccc(NS(C)(=O)=O)cc3CC(=O)N([C@H](C)CO)C[C@@H]2C)cc1 | nt | nt | -20 | 13% | nt | 2.8µM*
COc1cccc(-n2cc(CN(C)Cc3nc(Cc4ccccc4)no3)cn2)c1 | 19% | -4% | 5 | 0% | 6% | 3%
O=C(COC(=O)CNC(=O)C1CCCCC1)Nc1ccccc1 | nt | nt | -7 | 0% | nt | ?
COc1ccc(C(=O)O)cc1S(N)(=O)=O | -3% | 4% | -25 | 3% | -9% | 28%
CC(NC(=O)COC(=O)CC(c1ccccc1)c1ccccc1)c1ccccc1 (stereo not given) | 1% | 0% | 4 | -6% | -19% | -18%
COc1cc(OC)c(NC(=O)CCc2c(C)nc3ncnn3c2C)cc1Cl | 4% | nt | -28 | nt | 14% | nt
NC(=O)NCCN1CCN(c2ncc(C(F)(F)F)cc2Cl)CC1 | -1% | 1% | -3 | -6% | -4% | 17%
CCc1ccc(N2C(=O)N(CC(=O)C(C)(C)C)c3ccccc3S2(=O)=O)cc1 | -2% | nt | 9 | nt | 1% | nt
N=c1c2c(n(Cc3ccc(Cl)cc3Cl)c3c1CCC3)CCCC2 | 4% | -2% | nt | 36%[activator] | -5% | 10µM*
CCOc1cc(C#N)ccc1OCC(=O)N1CCc2ccccc2C1 | 18% | 4% | -7 | -3% | -8% | -17%
COc1ccc(-n2c(=O)c3ccc(C(=O)NCc4ccc(C)cc4)cc3n(Cc3ccc(F)cc3Cl)c2=O)cc1 | 0% | nt | -15 | nt | -2% | nt
Cc1nn(-c2ccccc2)c(C)c1C=O | 6% | 2% | -4 | -11% | 4% | 12%
COc1ccc(OC)c(NC(=O)C(=O)NCc2ccncc2)c1 | -1% | 4% | -26 | 2% | -8% | ?
O=C(O)c1ccccc1-n1c2ccccc2c2ccccc21 | 6% | 30% | -8 | 0% | -11% | 1%
CCOc1ccc(NC(=O)C(C)NC(=O)c2ccccc2Cl)cc1S(=O)(=O)N1CCCC1 (stereo not given) | 0% | nt | 0 | 4% | ? | 9%
O=C(NCCc1ccccc1)c1cccc2c1C(=O)N(C1CCCCC1)C2 | 13% | nt | -35 | -6% | 1% | -12%
CC(=O)n1cc([C@H]2C=C(C(N)=O)O[C@@H](OCc3ccc(CO)cc3)C2)c2ccccc21 | nt | nt | 10 | -1% | nt | 2.8µM*
Oc1ccc(Br)cc1-c1cc(-c2ccc(Cl)cc2)n[nH]1 | 3% | 8% | -77* | 87%[activator] | 8% | 10µM*
CCCNC(=O)c1ccc2c(=O)c(O)c(-c3cccc(Br)c3)[nH]c2c1 | -4% | -6% | -35 | 103%[activator] | -2% | ?
CCOC(=O)/C=c1\s/c(=C\c2ccc(C#N)cc2)c(=O)n1CC(=O)NCc1ccco1 | 0% | -4% | -30 | -4% | -14% | -15%
CCOC(=O)N1CCN(C(=O)CSc2nnc(Cn3c(=O)sc4ccccc43)n2C)CC1 | -4% | 4% | 16 | -3% | -4% | -5%
COc1ccc(/C=N/NC(=O)c2cc(C34CC5CC(CC(C5)C3)C4)[nH]n2)cc1O | -1% | 1% | -14 | 0% | ? | -10%
Cc1nnc(SCC(=O)Nc2ccc(Br)cc2)[nH]c1=O | 0% | nt | -23 | nt | -1% | nt
COc1ccc(C2C(C(=O)N3CCN(c4ccccn4)CC3)CCC(=O)N2c2ccc(OC)cc2)cc1 (stereo not given) | -1% | 1% | 1 | -1% | -8% | 4%
CCOc1ccc(C(C)=O)cc1CN1c2ccc(S(N)(=O)=O)cc2CC1C (stereo not given) | -15% | 1% | -1 | -9% | ? | -20%
CC1CN=C(NCc2ccccc2Cl)S1 (stereo not given) | 10% | 13% | 30 | 10% | 5% | 3%
COc1ccc(C(=O)NC(C)c2nnc(SCC(=O)NC3CCCCC3)n2C)cc1 (stereo not given) | -7% | nt | 9 | -1% | -7% | 8%
Cc1ccc(CCNC(=O)c2ccc3c(c2)N(Cc2cc(C)ccc2C)C(=O)c2ccccc2S3=O)cc1 (stereo not given) | 10% | nt | 0 | nt | 13% | nt
COCCN(CCOC)S(=O)(=O)c1ccc(/C(O)=C(\C#N)c2nc3ccccc3[nH]2)cc1 | 9% | -14% | -23 | 118%[activator] | -7% | -5%
CCOC(=O)N(c1ccccc1)P1(=S)OCCO1 | 4% | ? | -12 | 5% | 0% | 1%
CCOC(=O)N1CCN(CC(O)COCc2ccc(OC)c(OC)c2)CC1 (stereo not given) | -8% | -10% | 1 | 0% | -7% | 1%
Cc1ccc(Cl)cc1Nc1nc2ccccc2c2nncn12 | 0% | nt | -13 | nt | 11% | nt
Cc1cccc(C)c1Nc1ncnc2ccccc12 | -12% | -24% | 42 | 0% | 2% | 4%
Cn1cccc1/C=C1\SC(=S)N(NC(=O)c2ccccc2O)C1=O | -6% | -18% | -37 | 9% | 2% | 12%
CCOc1ccccc1Nc1nc(-c2cccc(Cl)c2)c2c(n1)-c1ccccc1OC2 | ? | nt | 2 | nt | -5% | nt
CCCCOc1ccc(C(=O)NNC(=O)c2cnccn2)cc1OC | nt | nt | ? | 86%[activator] | nt | 13µM*
CC(=O)c1cc2c(cc1N/C(=N/S(=O)(=O)c1ccc(Cl)cc1)c1ccc(F)cc1)OCO2 | -10% | nt | -14 | nt | 1% | nt

Profiles as entered above. Order of screens: Sm TGR block | FBPA Giardia inh | HCMV antiviral | AMA1 RON2 block | AmpC detergent | HCV inh
CCCCOc1ccc(C(=O)NNC(=O)c2cnccn2)cc1OC as listed: nt | nt | ? | 86%[activator] | nt | 13µM*
CC(=O)c1cc2c(cc1N/C(=N/S(=O)(=O)c1ccc(Cl)cc1)c1ccc(F)cc1)OCO2 as listed: -10% | nt | -14 | nt | 1% | nt
COc1ccc(C2C(C(=O)N3CCN(c4ccccn4)CC3)CCC(=O)N2c2ccc(OC)cc2)cc1 (stereo not given) as listed: -1% | 1% | 1 | -1% | -8% | 4%
CCOC(=O)N(c1ccccc1)P1(=S)OCCO1 as listed: 4% | ? | -12 | 5% | 0% | 1%
CCOC(=O)N1CCN(C(=O)CSc2nnc(Cn3c(=O)sc4ccccc43)n2C)CC1 as listed: -4% | 4% | 16 | -3% | -4% | -5%

Later entries:
SMILES | Sm TGR block | FBPA Giardia inh | HCMV antiviral | AMA1 RON2 block | AmpC detergent | HCV inh
CCOC(=O)C1=C(CC)Nc2ccccc2N/C1=N\S(=O)(=O)c1cc(Br)ccc1Br | -4% | 18% | ? | 12% | -12% | -15%
CCOC(=O)c1sc(NC(=O)CNCc2ccccn2)c(C(=O)OCC)c1C | -16% | 0% | -11 | 45%[activator] | -5% | 4%
COc1ccc(CNC(=O)C2CCN(C(=O)N3CCOc4ccc(C)cc43)CC2)cc1 | 12%&0% | 6% | 24&-1 | -6% | -1%&1% | 3%
CC(Sc1nc(O)c(-c2ccccc2)c(=O)[nH]1)C(=O)Nc1ccc(Cl)cc1 (stereo not given) | 9%[57.1 µM] | 26% | -6 | -3% | -1% | 11%
CC(Sc1nc2ccccc2s1)C(=O)Nc1ccc2c(c1)OCO2 (stereo not given) | -16% | -9% | nt | -2% | -15% | 0%
O=C(N=C1c2ccccc2CN1c1ccc(F)cc1)c1ccc(Cl)nc1 | -27% | -6% | 27 | 13% | -4% | 24%
O=C(Cn1c(=O)c(=O)n(Cc2ccccc2)c2ccc(Cl)cc21)Nc1cccc(F)c1 | -15% | 1% | 45 | 6% | ? | ?
OCCN1CCN(C(=S)NC2CCCC2)CC1 | -1% | 2% | -10 | -11% | -2% | 17%
COc1ccc(C(=O)NCCOc2ccccc2)cc1S(=O)(=O)N1CCOCC1 | -17% | nt | -30 | 61%[activator] | -11% | 8%
O=C(NCCc1ccccc1)C1(c2ccccc2)CCCC1 | 0% | 3% | -7 | 21% | ? | 10%
Cc1nn(CC(=O)Nc2ccc(S(=O)(=O)N(C)C)cc2)c(C)c1[N+](=O)[O-] | -2% | -1% | -8 | -12% | -3% | 15%

Screening results: PubChem BioAssay, National Center for Advancing Translational Sciences (NCATS)
